# Abeta yeast res: restores growth of yeast expressing A-beta42 peptide; yeast expressing A-beta42, growth rescue, OD600, 48 h; response scale: 0% DMSO, 100% iron-clioquinol control; 0.063% of 410,000 active; Potency, µM (titrated, usually from 46.1 µM), without a hit: at the highest dose growth rescue, hits mostly activators; further: nearly all actives have a fitted effect of over 55% in size
#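 Yeast A-beta toxicity model in growth medium with pinned compounds, 48 h at 30 C; growth read as absorbance at 600 nm. Normalized to FeCl3/clioquinol equimolar mix (positive) and DMSO (negative).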
# FUS suppressor: suppressors of FUS proteinopathy in yeast; S. cerevisiae FUS-expressing, growth rescue, OD600, 24 h; Potency, µM (highest dose often 76.6 µM), inactives show top-dose growth rescue (activation), most hits filed as activators; 0.24% of 390,000 active; AID 1347120;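 further: plate controls were DMSO vehicle for no effect and reference control for full effect; nearly all actives have a fitted effect of over 55% in size; some results filed as inactive show a strong effect at the top dose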
#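 Yeast FUS proteinopathy model; galactose-induced FUS (2%), starting OD 0.005. Cpds in dilution series, 24hr, 30C, 99% humidity. Abs 600 nm growth. Pos ctrl CP55940 (top 92uM final); neg ctrl DMSO.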
# * = called active by the depositor; ? = inconclusive. The call rests on the fitted dose curve; in most records, active means well fitted activation curve with a large enough effect; inconclusive means small, poorly fitted or top-dose-only effect; inactive means no such curve, though single readings can be large or run the other way. Potency means the concentration at half of the fitted maximal effect. A portion of the library (hit frequency here may not be typical).
Compound | Abeta yeast res | FUS suppressor
COc1ccc(NC(=O)c2nnn(-c3ccc(C(C)C)cc3)c2C)c(OC)c1 | -21.5% | -21.2%
COc1ccc(-c2nc(SCC(=O)Nc3ccccc3)c(-c3ccc(F)cc3)[nH]2)cc1OC | -6.5% | 5.9%
CCc1cccc(C)c1NC(=O)C(NS(=O)(=O)c1ccc2c(c1)CCC(=O)N2)c1ccccc1 (stereo not drawn) | -6.5% | 13.0%
Cc1nn(CC(=O)NCc2ccco2)c(=O)c2nn(-c3ccccc3)c(C)c12 | -15.0% | -8.3%
CCc1nn(C(CC)C(=O)NCc2ccc(OC)c(OC)c2)c(=O)c2cc3oc(C)cc3n12 (stereo not drawn) | -18.8% | ?
CC(CCc1ccccc1)NC(=O)Cn1c(=O)nc(-c2ccccc2)c2cc(Cl)ccc21 (stereo not drawn) | -3.4% | -7.0%
O=C(NCCc1csc2nc(-c3cccc(F)c3)nn12)c1ccc(Br)o1 | 15.5% | 17.9%
Cc1cc(C)c(/C=C/c2onc(C)c2S(=O)(=O)N2CCC(C(=O)N3CCN(c4ccc(Cl)cc4)CC3)CC2)c(C)c1 | 1.7% | -18.9%
O=C(NC(=O)c1ccc(F)cc1)Nc1ccc(-c2cc(C(F)(F)F)nn2-c2ccccc2)cc1 | -7.4% | -15.1%
COc1ccc(CCN2C(=O)CN(C3CCCCCC3)C(=O)C2c2ccc(Cl)cc2)cc1OC (stereo not drawn) | -9.7% | 29.9%
Cc1ccc(-c2noc(-c3ccc(NCc4ccco4)c([N+](=O)[O-])c3)n2)cc1 | -6.0% | 12.4%
Cc1nn(C(=O)c2ccc(Cl)cc2)c(C)c1S(=O)(=O)N1CCOCC1 | -7.6% | 7.0%
Cc1ccccc1-n1c(=O)c2c3c(sc2n2cnnc12)CCCC3 | -17.1% | -2.9%
Cc1ccc(C)c(N2CCN(CCCNC(=O)c3nnc(Cc4ccc(F)cc4Cl)o3)CC2)c1 | 1.1% | 28.0%
CCCCCSc1ncnc2c1sc1nc(N3CCOCC3)c3c(c12)CCCC3 | -7.7% | -24.9%
CCN(CC)C(=O)c1sc2c(c1C)c(=O)n(-c1ccccc1)c(=O)n2Cc1c(C)cc(C)cc1C | 3.4% | -23.0%
COc1ccc(S(=O)(=O)N(CCc2ccccc2)CC(=O)Nc2cc(C)cc(C)c2)cc1OC | 10.2% | ?
Cn1c(SCC(=O)N2CCOCC2)ncc(C(=O)Nc2ccccc2)c1=O | -1.0% | -16.5%
Cc1cn2c(=O)cc(COc3cccc(NC(=O)c4cccc(F)c4)c3)nc2s1 | -3.8% | -6.0%
CC(C)c1ccc(NC(=O)CC2NCCNC2=O)cc1 (stereo not drawn) | -8.9% | 30.5%
Cc1ccc(CCNC(=O)CS(=O)Cc2nc(-c3ccccc3C)oc2C)cc1 (stereo not drawn) | 9.9% | 5.9%
Cc1ccc(/C=C/C(=O)N2CCC(c3nc4ccccc4o3)CC2)cc1 | -19.0% | 6.3%
COc1cccc(-c2nn(C)c3sc(C(=O)N4CCN(c5cccc(C)c5)C(C)C4)cc23)c1 (stereo not drawn) | -7.1% | ?
Cc1ccc(CSc2nc3cccnc3n2Cc2ccc(C(=O)NCCc3ccccc3)cc2)cc1 | 6.5% | 10.3%
COc1ccc(CNC(=O)CCc2c(C)nn(-c3ccc(N4CCCCC4)nn3)c2C)c(OC)c1 | 8.0% | 17.1%
Cc1ccc2nc(COc3cccc(NC(=O)COc4ccccc4F)c3)cc(=O)n2c1 | -8.7% | -10.2%
COc1cc(NS(=O)(=O)c2ccc3c(c2)OCC(C(=O)N2CCCC2)O3)cc(OC)c1 (stereo not drawn) | 5.2% | 30.3%
CCS(=O)(=O)N1CCc2cc(C(=O)Nc3cc(C)cc(C)c3)ccc21 | -12.8% | 34.2%
O=S(=O)(c1ccccc1)c1nc(-c2cccc(Cl)c2)oc1NCc1ccccc1 | -14.9% | 1.0%
CCCCN(CCCC)C(=O)CN(C)S(=O)(=O)c1ccc2c(c1)c(=O)n(C)c(=O)n2C | -16.2% | 7.6%
CCc1ccccc1NC(=O)Cn1c2ncccc2c(=O)n1-c1ccccc1 | -14.9% | -14.4%
CN(C(=O)Cn1ncc2c1-c1ccccc1OC2)c1ccc(Br)cc1 | -5.8% | 33.0%
CC(C)OC(=O)c1ccc(Cn2nnc3sc4c(c3c2=O)CCCC4)cc1 | -12.2% | 3.4%
COc1ccc(CCNC(=O)CS(=O)(=O)Cc2nc(-c3cccc(Cl)c3)oc2C)cc1OC | 6.0% | 0.4%
O=C(/C=C/c1ccccc1)Nc1nc2n(n1)C(c1ccc(Cl)cc1)C=C(c1ccccc1)N2 (stereo not drawn) | -18.1% | 13.5%
CCOC(=O)c1ccccc1NC(=O)CCc1nc(-c2ccc(C)cc2)no1 | -21.0% | -11.1%

# Among those listed so far, 2 have bromine:
Compound | Abeta yeast res | FUS suppressor
O=C(NCCc1csc2nc(-c3cccc(F)c3)nn12)c1ccc(Br)o1 | 15.5% | 17.9%
CN(C(=O)Cn1ncc2c1-c1ccccc1OC2)c1ccc(Br)cc1 | -5.8% | 33.0%

# Next section:
Compound | Abeta yeast res | FUS suppressor
Cc1ccc(-n2ncc(C(=O)N3CCN(Cc4ccccc4)CC3)c2C2CCN(C(=O)OC(C)(C)C)CC2)cc1 | -21.2% | 22.6%
Cc1ccc(Cn2ccn(Cc3ccccc3C)c(=O)c2=O)cc1 | 2.5% | -7.3%
CCOc1ccc(NC(=O)CSc2oc(-c3cccs3)nc2S(=O)(=O)c2ccc(C)cc2)cc1 | -1.7% | 1.2%
CC(C)CCNc1nc2c(S(=O)(=O)c3ccc(Br)cc3)nnn2c2ccsc12 | -21.9% | -14.5%
O=C(Nc1ccc(F)c(Cl)c1)N1CCC2(CC1)Oc1ccccc1C(=O)N2Cc1ccccc1F | -5.6% | -17.1%
O=S(=O)(c1ccc(Cl)cc1)c1nc(-c2ccccc2)oc1N1CCN(c2ccccc2)CC1 | -20.4% | -4.4%
Cc1nc2ccccc2n1CCc1nc2c3ccccc3nc(SCc3cccc(F)c3)n2n1 | -7.1% | -14.9%
COc1ccc(Cn2c(=O)c3oc4ccccc4c3n(Cc3cccc(C)c3)c2=O)cc1 | -10.7% | 12.6%
CCc1ccc(NC(=O)c2ccc(CN3CC(=O)N4CCCCC4C3=O)cc2)cc1 (stereo not drawn) | -3.6% | 14.6%
O=C(Nc1cccc(F)c1)c1cnc2sc(N3CCCC3)nn2c1=O | 0.3% | -0.4%
O=C(Nc1ccc(Cl)cc1)c1cc(S(=O)(=O)N2CCCc3ccccc32)ccc1F | -2.7% | 8.0%
CC(=O)Nc1nonc1-c1nnc(SCC(=O)Nc2cc(C)cc(C)c2)n1-c1ccccc1 | 3.0% | 3.5%
CNC(=O)c1ccc(Nc2nnc(-c3ccc(C)c(S(=O)(=O)N(C)C)c3)c3ccccc23)cc1 | -2.3% | 24.7%
O=S(=O)(c1ccc(-c2cnc(C3CC3)o2)cc1)N1CCN(c2ccc(F)cc2)CC1 | -2.7% | 10.4%
CCc1nnc(SCc2nc(-c3cccc(Cl)c3)oc2C)c2cc3sc(C)cc3n12 | 24.0% | -12.3%
Cn1c(=O)cc(SCC(=O)N2CCN(c3ccccc3F)CC2)c2cc(Cl)ccc21 | 0.8% | -2.4%
Cc1cccc(Nc2nnc(-c3ccc(C)c(S(=O)(=O)N4CCN(C)CC4)c3)c3ccccc23)c1 | 2.3% | 23.9%
COc1ccccc1CNC(=O)CC1N=C2c3ccccc3N=C(SCC(=O)Nc3ccc(F)cc3)N2C1=O (stereo not drawn) | 0.4% | ?
CC(=O)N1CCCc2cc(S(=O)(=O)N3CCCC(C(=O)Nc4cc(Cl)ccc4C)C3)ccc21 (stereo not drawn) | -13.5% | 19.6%
CCN(c1cccc(C)c1)S(=O)(=O)c1ccc(N2CCCCS2(=O)=O)cc1 | -13.9% | ?
Cc1c(C)n(Cc2ccccc2)c2ccc(C(=O)N3CCN(c4ccccc4F)CC3)cc12 | -1.1% | ?
O=C(c1ccccc1Cl)N1CCCC(c2nc3c(nnn3Cc3ccc(F)cc3F)c(=O)[nH]2)C1 (stereo not drawn) | 20.3% | ?
Cc1sc2ncn(CC(=O)N3CCN(c4ccc(F)cc4)CC3)c(=O)c2c1S(=O)(=O)N1CCN(c2ncccn2)CC1 | 2.6% | ?
O=C(Nc1cc(Cl)cc(Cl)c1)c1ccc2c(c1)N(Cc1cccc(Cl)c1)C(=O)c1ccccc1S2=O (stereo not drawn) | -1.8% | 4.7%

# 3 of the entries above in order of the FUS suppressor value, ascending:
SMILES	FUS suppressor
Cn1c(=O)cc(SCC(=O)N2CCN(c3ccccc3F)CC2)c2cc(Cl)ccc21	-2.4%
O=C(Nc1cc(Cl)cc(Cl)c1)c1ccc2c(c1)N(Cc1cccc(Cl)c1)C(=O)c1ccccc1S2=O (stereo not drawn)	4.7%
O=S(=O)(c1ccc(-c2cnc(C3CC3)o2)cc1)N1CCN(c2ccc(F)cc2)CC1	10.4%

# Going on with the list:
Compound | Abeta yeast res | FUS suppressor
COc1ccc(NC(=O)CSc2nc(-c3ccc(OC)cc3)cc(=O)[nH]2)cc1 | -3.6% | 11.1%
COc1ccc(C(=O)Nc2nnc(SCc3cc(=O)c4cc(C)cc(C)c4[nH]3)s2)cc1 | -15.2% | 1.2%
N#Cc1c(-n2ncnc2-c2cccc(Cl)c2)sc2c1CCCCC2 | -17.8% | 9.6%
CCOC(=O)c1c(-c2ccc(OC)c(OC)c2)csc1NC(=O)c1ccc(F)cc1 | -8.6% | -2.0%
Cc1cccc(CSc2nc(=O)c3c(n2C)NC(=O)CC3c2cccc(O)c2)c1 (stereo not drawn) | -1.8% | 13.1%
CCC(C)NC(=O)c1sc2nc(C)c(C(=O)Nc3ccc(C)cc3C)c(-c3ccc(NC(C)=O)cc3)c2c1N (stereo not drawn) | 7.2% | ?
COc1cc2c(-c3ccccc3C)nc3c(c(C)nn3-c3ccccc3)c2cc1OC | -6.1% | -4.7%
Cc1cc(C)cc(NC(=O)CSc2nc3nccnc3c(=O)n2CCc2c[nH]c3ccccc23)c1 | -9.9% | ?
CCOc1ccc(-c2cc(C(=O)NCc3ccccc3)c3c(-c4ccc(CC)cc4)[nH]nc3n2)cc1 | -4.9% | 6.6%
COc1ccccc1CNC(=O)CCCCn1c(=O)c2ccccc2n(CC(=O)Nc2cc(Cl)ccc2C)c1=O | -4.1% | 7.7%
Fc1ccc(NCc2ccccc2-c2nnc(-c3ccccc3Cl)o2)cc1 | 25.0% | -12.1%
O=C(Cn1c(=O)n(-c2ccccc2Cl)c(=O)c2sc3ccccc3c21)NC1CCCC1 | 1.4% | -28.1%
CCOc1ccc(NC(=O)Cn2c(=O)n(-c3ccc(C)cc3)c(=O)c3cc(OC)c(OC)cc32)cc1 | -6.8% | -0.2%
COc1ccccc1Nc1nn2c(=O)c3ccc(C(=O)NCCc4ccccc4)cc3nc2s1 | -7.6% | 0.1%
COc1ccc(N2CCN(C(=O)c3cc(NS(=O)(=O)c4ccc(F)cc4)ccn3)CC2)cc1 | 2.3% | 26.3%
CCn1c(=O)cc(OCC(=O)NCc2ccccc2OC)c2ccccc21 | -11.4% | -2.4%
Cc1ccc(Cn2c(=O)c3ccccc3n3c(-c4ccccc4)nnc23)cc1 | -11.4% | -20.4%
CN(C(=O)c1cc2c(s1)-c1ccc(Cl)cc1SC2)c1cccc(C(F)(F)F)c1 | -3.9% | 7.5%
COc1ccc2c(CNCc3cccs3)c(C(=O)O)n(Cc3ccccc3F)c2c1 | -3.7% | -14.0%
CCCNC(=O)CCC(=O)N1Cc2ccccc2Oc2ncccc21 | -17.2% | -13.8%
Cc1ccc(-c2nonc2NC(=O)c2ccco2)cc1C | -16.4% | 3.1%
CCOc1sc2nc(C)n(CC(=O)Nc3cccc(C)c3)c(=O)c2c1C | -3.7% | -27.8%
CCOc1ccccc1NC(=O)Cc1noc2ccc(C)cc12 | 8.0% | 9.6%
Cc1ccc(CNC(=O)c2nc(SCc3ccccc3F)ncc2Cl)cc1 | -14.0% | -9.1%
O=C(Nc1ccc(Cl)cc1F)c1cc(S(=O)(=O)NC2CCCCCC2)ccc1F | -16.4% | -8.5%
CN(C)c1cccc(C(=O)Nc2ccc(-c3nc4ccccc4s3)cc2)c1 | 1.1% | -5.9%
CCCc1cnc2c(c1SCc1ccc(C(F)(F)F)cc1)c(=O)n(C)c(=O)n2C | 5.8% | 2.6%
CCOc1ccc(-n2c(=O)c3c(C)c(C)sc3n(CC(=O)NCCc3ccccc3)c2=O)cc1 | 0.7% | -22.1%
Cc1ccc(-n2c3c(cc(-c4nc(-c5ccc(Cl)cc5)cs4)c2=O)C(=O)CC(C)(C)C3)cc1 | -1.0% | -6.4%
COc1ccc(OC)c2sc(N3CCN(C(=O)C4COc5ccccc5O4)CC3)nc12 (stereo not drawn) | -7.8% | 9.2%
CCOC(=O)c1c(NC(=O)CSc2cn(CCNC(=O)c3ccc(OC)c(OC)c3)c3ccccc23)sc2c1CCC2 | -9.1% | 8.2%

# Given with two lines to a compound: entries from further up
# Values run as follows: Abeta yeast res	FUS suppressor
COc1ccc(OC)c2sc(N3CCN(C(=O)C4COc5ccccc5O4)CC3)nc12 (stereo not drawn)
    -7.8%	9.2%
Cc1cccc(CSc2nc(=O)c3c(n2C)NC(=O)CC3c2cccc(O)c2)c1 (stereo not drawn)
    -1.8%	13.1%
CCC(C)NC(=O)c1sc2nc(C)c(C(=O)Nc3ccc(C)cc3C)c(-c3ccc(NC(C)=O)cc3)c2c1N (stereo not drawn)
    7.2%	?

# Screening results (PubChem BioAssay)
